proCasp7 act = counter-screen for procaspase-3 activators: activators of human procaspase-7; recombinant procaspase-7, Ac-DEVD-pNA absorbance 405 nm; D23A/D198A/D206A triple mutant, cannot self-cleave; scale: DMSO 0, 5 µM enzyme 100; hit rate 0.093% among 330,000; AID 463210; activation, % at 8.5 µM; P55210;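 active means percent activation above the screen-wide mean plus 3 SD, cut at about 25% in these data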
Target sequence (P55210 whole entry D23A/D198A/D206A): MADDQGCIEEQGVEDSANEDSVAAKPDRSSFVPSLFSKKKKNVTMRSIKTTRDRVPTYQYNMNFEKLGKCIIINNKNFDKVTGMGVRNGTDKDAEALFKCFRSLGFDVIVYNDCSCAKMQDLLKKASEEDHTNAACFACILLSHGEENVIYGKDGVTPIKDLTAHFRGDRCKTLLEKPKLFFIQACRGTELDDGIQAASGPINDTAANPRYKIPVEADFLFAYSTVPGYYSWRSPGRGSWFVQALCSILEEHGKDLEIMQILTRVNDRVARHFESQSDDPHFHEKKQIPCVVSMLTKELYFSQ
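Replicates: singlicate. Assay system: Procaspase-7 triple mutant (PC-7 D3A). Signal: 405 nm absorbance of p-nitroaniline. Times: 1 h preincubation, 2 h reaction. Buffer or medium: Zinc-free HEPES pH 7.4 with 300 mM NaCl, 0.01% Triton X-100. Also added: DEVD-pNA substrate. Benchmarks: DMSO wells as 0%, DMSO with 5 µM added PC-7 as 100%.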
PP1 inh = PP1-alpha (human) inhibition in PP5 counter-screen; purified PP1alpha, OMFP fluorescence; inhibition, % at 6.7 µM; hit rate 0.9% among 320,000; P62136;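 active means inhibition above the mean inhibition of all tested compounds plus 3 SD, computed separately for each screening campaign, cut at about 15% in these data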
PP5 primary = blocks human protein phosphatase 5 activity. hit rate 0.18% among 320,000. inhibition, % at 6.7 µM. purified PP5c, OMFP substrate fluorescence;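 active means inhibition above the campaign's mean inhibition across all tested compounds plus 3 SD, cut at about 9.5% in these data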;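 further: 0% = DMSO only and 100% = 100 µM cantharidin control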
TPT1 inh = blocks Candida albicans tRNA 2'-phosphotransferase. recombinant caTPT1, FP RNA substrate dephosphorylation. AID 1962. inhibition, % at 5 µM. hit rate 0.81% among 300,000;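 active means inhibition above the mean of all tested compounds plus 3 SD, set per screening campaign, cut at about 24% in these data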;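 further: plate controls were DMSO alone for no effect and ferristatin control at 100 nM for full effect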
Efflux pump inh = blocks antifungal efflux pumps in multiplex yeast assay; hit rate 0.44% among 330,000; inhibition, % at 10 µM; S. cerevisiae Candida pump triplex, Nile Red efflux; AID 485275;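 active means plate passing quality check with inhibition over a set limit, or well fluorescence over plate mean plus 4 SD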;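 further: Nile Red retained in pooled yeast measured as flow cytometry median fluorescence; 0% = buffer negative control and 100% = Enniatin B positive control; higher means more Nile Red kept so more efflux inhibition; some compounds called inactive have numbers as strong as hits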
HCV core dimer = blocks dimerization of HCV core protein. TR-FRET GST/Flag-core106 dimerization, 1536-well. inhibition, % at 5 µM. hit rate 0.33% among 300,000. AID 1899;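 active means inhibition above the mean of all tested compounds plus 3 SD, set per screening campaign, cut at about 45% in these data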
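Test system: GST/Flag-tagged HCV core106 proteins; Medium: KF-containing HEPES buffer, pH 7.45, DTT, CHAPS, BSA; Times: compound-protein-antibody incubation 4 h at 22.5 °C; Detection: TR-FRET 671 and 617 nm emission; Benchmarks: wells lacking GST-core106 and wells with excess unlabelled core106.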
Fh CTSL1 inh = counter-screen for PFM18AAP inhibitors: inhibitors of F. hepatica cathepsin L1. recombinant F. hepatica cathepsin L1, Z-Leu-Arg-MCA fluorescence. inhibition, % at 5.96 µM. hit rate 0.49% among 300,000. AID 1906;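 active means inhibition above the mean of all tested compounds plus 3 SD, set per screening campaign, cut at about 17% in these data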;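 further: 0% = plate median of test compound wells and 100% = 1 µM Z-Phe-Ala-diazomethylketone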
GASC-1 inh = blocks human GASC-1 demethylase activity; GST-JMJD2C(1-420) H3K9me3 demethylation, DELFIA europium; inhibition, % at 2.35 µM; Q9H3R0; hit rate 0.069% among 330,000; AID 2099;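 active means more than half of a compound's replicate wells show inhibition beyond 50%, single wells judged on their own value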;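 further: signal counts dimethyl H3K9 product captured on neutravidin plate; 0% = median of DMSO wells and 100% = 0.3 times that DMSO median; strong numbers were not always called active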
Target sequence (Q9H3R0 1-420 limits assumed): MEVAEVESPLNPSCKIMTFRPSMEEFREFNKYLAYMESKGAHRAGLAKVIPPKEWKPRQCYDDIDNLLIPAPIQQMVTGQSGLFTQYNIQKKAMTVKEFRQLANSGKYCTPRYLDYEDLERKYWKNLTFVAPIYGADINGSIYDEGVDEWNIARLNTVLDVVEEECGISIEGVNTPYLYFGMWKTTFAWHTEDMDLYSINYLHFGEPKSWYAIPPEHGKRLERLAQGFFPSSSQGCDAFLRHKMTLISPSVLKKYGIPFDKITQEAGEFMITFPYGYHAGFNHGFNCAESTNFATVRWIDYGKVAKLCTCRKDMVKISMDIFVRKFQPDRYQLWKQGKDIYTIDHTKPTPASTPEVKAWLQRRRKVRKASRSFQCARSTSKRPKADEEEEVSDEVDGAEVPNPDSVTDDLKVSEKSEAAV
procasp3 activ = activates human procaspase-3 | activation, % at 8.5 µM | P42574 | hit rate 0.11% among 330,000 | recombinant procaspase-3 D3A, Ac-DEVD-pNA absorbance 405 nm;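 active means activation above the mean of all tested compounds plus 3 SD, cut at about 21% in these data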;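 further: 0% = DMSO alone and 100% = DMSO wells spiked with extra 5 µM PC-3 D3A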
Target sequence (P42574 whole entry D9A/D28A/D175A): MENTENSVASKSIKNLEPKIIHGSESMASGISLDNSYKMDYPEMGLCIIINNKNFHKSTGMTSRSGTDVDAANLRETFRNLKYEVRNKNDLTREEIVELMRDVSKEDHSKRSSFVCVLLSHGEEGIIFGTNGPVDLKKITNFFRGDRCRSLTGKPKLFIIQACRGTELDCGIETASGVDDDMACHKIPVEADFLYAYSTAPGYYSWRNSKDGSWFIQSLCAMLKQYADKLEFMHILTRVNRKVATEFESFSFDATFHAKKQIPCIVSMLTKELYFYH
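Compound: 8.5 µM single point, 0.8% DMSO / Material: Autoprocessing-dead procaspase-3 D3A mutant enzyme / Timing: 1 h preincubation plus 2 h reaction at 25 °C / Medium: Zinc-free HEPES/NaCl buffer with 0.01% Triton X-100 at pH 7.4 / Technique: 405 nm absorbance of p-nitroaniline, reads at 0 and 120 min / Repeats: one well per compound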
Active calls of the source: *; nt = not tested or not shown; & = joins results of further samples.

SMILES	proCasp7 act	PP1 inh	PP5 primary	TPT1 inh	Efflux pump inh	HCV core dimer	Fh CTSL1 inh	GASC-1 inh	procasp3 activ
N#CCSc1nnc(-c2ccccc2O)n1Cc1ccccc1	-2.4	-2.6	-1.3	0.1	0.0	-3.3	2.8	3.3	-2.6
CCn1c(SCC(=O)c2cc(C)n(C)c2C)nnc1-c1ccccc1	-3.5	0.4	0.4	-1.6	-0.3	0.7	-3.6	-4.3	14.6
O=C(NC1=NCCS1)c1ccc(Cl)c(Cl)c1	4.7	0.0	1.1	-0.8	0.0	2.3	-1.9	-7.3	2.8
S=c1[nH]nc(Cn2cnc3ccccc32)n1-c1ccccc1Cl	-3.0	-4.2	-1.5	2.1	0.1	-0.6	1.5	1.4	1.4
CCC(=O)N(CCCN(C)C)c1nc(-c2cc(OC)ccc2OC)cs1	1.9	-1.9	2.2	0.4	-0.1	-0.6	-1.2	11.2	2.5
COc1cccc(C(C(=O)NC2CCCC2)N(C(=O)c2ccco2)c2ccccc2F)c1OC (configuration not stated)	-3.3	1.3	-2.2	6.3	0.1	-0.3	-4.4	4.5	1.9
O=c1c2ccccc2ncn1Cc1ccc(Cl)cc1	-1.2	-3.1	-0.8	-5.1	0.1	-2.3	-0.4	15.9	-8.1
CCOC(=O)Nc1ccc2c(c1)N(C(=O)CNC)c1ccccc1CC2	6.0	-0.2	-0.2	-3.9	-0.1	-1.6	4.9	-15.5	4.2
CSc1cccc(NC(=O)c2c(Cl)cnn2C)c1	3.1	-3.3	-0.5	-3.7	0.0	-3.7	6.4	17.1	6.4
Cc1ccc(CNC(=O)N2CCN(S(=O)(=O)c3ccccc3)CC2)cc1	-8.1	-1.5	0.9	-1.3	0.0	3.0	-0.5	-14.5	3.1

(cont.)
SMILES	proCasp7 act	PP1 inh	PP5 primary	TPT1 inh	Efflux pump inh	HCV core dimer	Fh CTSL1 inh	GASC-1 inh	procasp3 activ
COC(=O)c1ccc(Oc2nc3c(c(=O)n(C)c(=O)n3C)n2CCC(C)C)cc1	8.9	-3.3	-0.8	-0.1	0.1	6.2	-0.2	0.0	-4.9
Cc1ccsc1C(=O)N/N=C/C=C/c1ccccc1[N+](=O)[O-]	5.8	-1.0	1.4	-5.5	0.0	-2.4	5.7	10.8	4.7
COc1cccc(Nc2nc3ccc(C(=O)c4ccccc4)cc3n3cnnc23)c1	13.8	-1.9	-1.4	-2.3	-0.1	7.6	3.6	4.1	4.1
CCOC(=O)c1ccc(NC(=O)CSc2nnc(COc3ccccc3)n2C)cc1	-2.3	-1.4	3.8	-4.0	0.1	8.1	-2.8	-2.3&2.4	6.7
CC1(NC(=O)CC[N+](C)(C)CCO)CS(=O)(=O)CC1S(=O)(=O)[O-] (configuration not stated)	2.8	5.9	3.3	0.4	-1.5	-11.3	0.2	3.1	-12.1
Cc1c(C)c2ccc(OCC(=O)N3CCN(C(=O)C4COc5ccccc5O4)CC3)cc2oc1=O (configuration not stated)	4.0	1.1	3.5	-1.5	0.0	0.0	2.2	2.0	2.1
CC(=O)NC(C)(C)C1CC=C(C)/C(=N\O)C1 (configuration not stated)	19.6	-2.8	-1.7	-0.8	-0.1	-3.5	-0.3	-15.7	2.6
CC(CC(F)(F)F)N1CCC(n2nccc2NC(=O)CCCc2ccccc2)CC1 (configuration not stated)	19.9	-1.4	-0.1	-1.2	0.1	-7.1	3.0	-5.8	-0.3
CC(Nc1ccc2ccccc2c1)C(=O)N/N=C/c1ccncc1 (configuration not stated)	12.0	-0.7	-2.3	nt	0.1	nt	nt	20.5	14.2
CCc1cc(=O)oc2cc(OCC(=O)NCC3CCC(C(=O)O)CC3)ccc12 (configuration not stated)	-1.1	8.2	5.2	1.0	0.1	-5.2	-2.5	13.5	5.8

The results go on.
SMILES	proCasp7 act	PP1 inh	PP5 primary	TPT1 inh	Efflux pump inh	HCV core dimer	Fh CTSL1 inh	GASC-1 inh	procasp3 activ
CC(=O)Nc1cccc(NC(=O)c2oc3ccccc3c2C)c1	4.4	-3.4	1.1	2.1	0.2	-7.7	0.3	30.5	-2.6
OC(COc1ccccc1)CN1CCCCCC1 (configuration not stated)	6.4	-1.7	-0.9	1.4	-0.1	-3.8	3.2	-11.8	3.9
C=CCn1c(-c2cccn(Cc3ccccc3)c2=O)n[nH]c1=S	-10.1	0.2	0.0	2.9	0.0	1.8	-1.1	-2.0	-14.8
Cc1ccc(S(=O)(=O)NCC23C=CC(O2)C2C(=O)N(c4ccccc4)C(=O)C23)cc1 (configuration not stated)	-28.9	0.0	-0.5	-0.3	0.1	-3.4	-5.0	-8.2	-31.9
CCN1C(=O)CC(N2CCN(C(c3ccccc3)c3ccccc3)CC2)C1=O (configuration not stated)	2.4	-0.2	-1.6	-0.3	-0.1	-0.5	0.4	7.1	5.8
COC(=O)c1ccc(CS(=O)(=O)c2ccc(F)cc2)o1	10.2	-1.9	-1.2	-0.1	0.2	-2.3	-3.1	-1.0	-15.2
O=C(Nc1cnc2ccccc2c1)C1COc2ccccc2O1 (configuration not stated)	-8.5	-0.1	1.8	-5.3	0.1	-0.2	3.0	2.2	8.2
COc1cc(/C=N/NC(=O)c2cc(-c3cccc(Br)c3)nc3ccccc23)cc(OC)c1O	-1.1	2.3	3.0	0.1	0.0	14.6	-0.9	8.3	-5.2
COc1ccc(C(=O)N2CCC2)cc1S(=O)(=O)NCc1ccc(Cl)cc1	-5.9	nt	nt	nt	-0.2	nt	nt	1.9	3.9
CCCCC[C@@H]1C=C(C(=O)O)[C@H](c2ccc(CC)cc2)N1S(=O)(=O)c1ccc(C)cc1	16.9	nt	nt	nt	0.4	nt	nt	22.5	6.4

Further structures.
SMILES	proCasp7 act	PP1 inh	PP5 primary	TPT1 inh	Efflux pump inh	HCV core dimer	Fh CTSL1 inh	GASC-1 inh	procasp3 activ
CCOC(=O)Nc1cc(=O)c2ccccc2o1	5.3	-0.2	0.6	1.3	0.0	-1.1	-2.8	198.6	8.1
Cc1cccc(C(=O)NCC(c2ccc(F)cc2)N2CCOCC2)c1 (configuration not stated)	-5.0	1.5	0.1	-2.0	-0.1	2.2	12.8	-0.3	0.9
COc1ccc(S(=O)(=O)N2CCOC2CNC(=O)C(=O)NCCc2ccc(OC)c(OC)c2)cc1 (configuration not stated)	-4.8	3.0	2.0	0.2	-0.1	-9.1	0.4	-3.1	9.4
CCCCN(C(=O)C(C)Oc1ccc(Br)cc1)c1c(N)n(Cc2ccccc2)c(=O)[nH]c1=O (configuration not stated)	-0.2	-3.1	1.0	-1.2	-0.3	-1.4	2.2	6.6	-2.5
CC#CCOC(=O)c1c(C)nc2sc3c(c2c1N)CCC(O)C3 (configuration not stated)	10.7	1.4	0.5	-4.7	0.1	7.2	-5.0	32.7	3.2
Cc1ccc(COCC(CC(C)C)N2CCN(C(=O)c3cccc(C(F)(F)F)c3)CCC2=O)cc1 (configuration not stated)	1.5	4.0	2.8	-1.8	0.1	12.2	2.3	3.0	0.9
CCn1c(Cc2cccs2)nnc1SCC(=O)NC1CC1	11.3	-1.8	-0.1	-0.8	0.1	-2.7	-2.1	22.6	1.7
CC1(NC(=O)NCc2ccco2)CCS(=O)(=O)C1 (configuration not stated)	1.0	-3.9	1.8	-3.0	0.0	5.2	-2.3	0.1	1.2
CN(C)C(=O)c1cc(C(=O)c2ccc(Cl)cc2Cl)c[nH]1	-7.3	-1.6	-0.4	1.7	-0.1	-4.5	0.6	0.7	-4.1
Cc1nn2c(=O)c(NC(=O)c3ccc(Cl)cc3)cnc2s1	-5.5	-1.2	2.3	0.0	-0.1	-2.7	-0.3	6.2	8.9

(further entries)
SMILES	proCasp7 act	PP1 inh	PP5 primary	TPT1 inh	Efflux pump inh	HCV core dimer	Fh CTSL1 inh	GASC-1 inh	procasp3 activ
Cc1ccncc1C(N)=O	5.6	-1.9	-0.6	0.8	0.0	-1.2	-3.3	-4.3	3.1
Cc1noc(C)c1COc1ccccc1C(=O)NCCOc1ccccc1F	0.9	-0.9	3.4	nt	0.1	nt	nt	0.0	3.4
CCOC(=O)c1ccc(NC(=O)CSCC(=O)OCC(=O)c2ccccc2)cc1	-2.2	4.7	3.2	-2.9	-0.3	-1.5	-8.0	-10.7	-9.3
Cn1c(=O)c2nc3ccccc3nc2n(C)c1=O	-2.4	-1.5	2.2	-1.2	0.1	-1.6	-1.7	0.4	-6.8
Cc1cc(N2CCOCC2)nc(N)n1	6.1	-1.3	1.9	-2.1	-0.2	-2.8	0.5	-13.0	3.9
COc1ccc2c(CC(=O)OCC(=O)Nc3cc(C)c(C)cc3[N+](=O)[O-])coc2c1	-0.9	7.3	1.5	-2.7	-1.4	-4.0	-2.6	2.2	4.4
COc1ccc(C(=O)COC(=O)c2nn(C)c(=O)c3ccccc23)c(OC)c1	-9.1	5.4	0.2	1.6	0.2	34.5	1.4	3.8	-3.3
O=C(Nc1ccccn1)c1cccc(S(=O)(=O)N2CCCc3ccccc32)c1	6.8	-4.0	2.5	nt	-0.2	nt	nt	7.0	1.9
CCc1nnc(NC(=O)c2cc(S(=O)(=O)N3CCCCC3)ccc2N2CCOCC2)s1	0.4	0.6	0.8	-3.1	0.1	0.5	-3.6	3.3	-1.9

3 entries already listed, sorted by the value under Efflux pump inh, largest number first:
SMILES | Efflux pump inh
Cc1noc(C)c1COc1ccccc1C(=O)NCCOc1ccccc1F | 0.1
Cc1ccncc1C(N)=O | 0.0
Cc1cc(N2CCOCC2)nc(N)n1 | -0.2

Compound activity as filed in PubChem.

Random draw from the library; about 2.9% have a hit in one of these screens.
